M4 ag – CHRM4 agonism in calcium assay. AID 624127. CHO-K1 hM4/Gqi5, Fluo-8 calcium fluorescence; vehicle 0%, full acetylcholine response 100%. activation, % at 3 µM. P08173. 360,000 compounds, 0.14% hits;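 active = activation above the run mean over all test wells plus 3 SD, cut at about 32% in these data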;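 also: peak over basal fluorescence ratio per well then scaled between controls; 0% = DMSO wells and 100% = acetylcholine at EC100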
Target sequence (P08173 whole entry, looked up): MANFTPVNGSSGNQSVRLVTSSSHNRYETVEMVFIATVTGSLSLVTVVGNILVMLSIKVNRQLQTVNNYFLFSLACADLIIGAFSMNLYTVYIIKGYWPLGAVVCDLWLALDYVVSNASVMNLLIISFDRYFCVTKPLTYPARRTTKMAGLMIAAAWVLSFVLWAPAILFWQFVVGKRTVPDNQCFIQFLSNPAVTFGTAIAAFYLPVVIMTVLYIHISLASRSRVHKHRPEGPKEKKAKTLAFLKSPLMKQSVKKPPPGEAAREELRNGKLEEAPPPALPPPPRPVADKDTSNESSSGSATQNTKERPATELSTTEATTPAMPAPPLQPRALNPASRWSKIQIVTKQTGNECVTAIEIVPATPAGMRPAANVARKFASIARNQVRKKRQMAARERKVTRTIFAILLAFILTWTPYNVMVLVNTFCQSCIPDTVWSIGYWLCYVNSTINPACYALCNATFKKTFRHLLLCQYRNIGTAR
CHO-K1 Ca antag – counter-screen for M1 antagonists: effect in parental CHO-K1 cells; ATP-induced calcium, Fluo-8 fluorescence; inhibition, % at 3 µM; 360,000 compounds, 0.6% hits; AID 602250;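 active = inhibition above a per-plate cutoff, the plate's mean sample inhibition plus 3 SD, cut at about 24% in these data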;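 also: 0% = DMSO plus EC80 ATP and 100% = DMSO alone without ATP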
CHO-K1 Ca ag – M1 agonist counterscreen hit in parental CHO-K1 cells. Fluo-8 calcium fluorescence; scaled to maximal ATP response, vehicle zero. activation, % at 3 µM. 360,000 compounds, 0.48% hits; in the data active = activation above about 15%;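 also: untransfected CHO-K1 host cells lacking M1 receptor as counterscreen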
M4 PAM – potentiates acetylcholine response at human M4 receptor; activation, % at 3 µM; P08173; AID 624126; 360,000 compounds, 0.4% hits; CHO-K1 hM4/Gqi5, Fluo-8 calcium fluorescence, ACh EC20; 0% = ACh EC20, 100% = maximal ACh;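 active = activation above its plate's cutoff, the mean activation of sample wells plus 3 SD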; also: some results filed as inactive read as strong as hits
CHO-K1 Ca PAM – M1 PAM counterscreen hit in parental CHO-K1 cells. ATP EC20, Fluo-8 calcium fluorescence; 0% at ATP EC20, 100% at ATP max. activation, % at 3 µM. 360,000 compounds, 0.02% hits;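 active = activation above the run cutoff, the mean activation of all test compounds plus 3 SD, cut at about 40% in these data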;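 also: peak over basal fluorescence ratio in a 140 s read after ATP addition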
CHRM5 antagonist – blocks acetylcholine activation of human M5 receptor; P08912; CHO-hM5 cells, Fluo-8 calcium fluorescence, ACh EC80; inhibition, % at 3 µM; 360,000 compounds, 0.59% hits;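 active = inhibition above a per-plate cutoff, the mean of that plate's test compounds plus 3 SD, cut at about 27% in these data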;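 also: 0% = acetylcholine EC80 with DMSO and 100% = DMSO without agonist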
Target sequence (P08912 whole entry, looked up): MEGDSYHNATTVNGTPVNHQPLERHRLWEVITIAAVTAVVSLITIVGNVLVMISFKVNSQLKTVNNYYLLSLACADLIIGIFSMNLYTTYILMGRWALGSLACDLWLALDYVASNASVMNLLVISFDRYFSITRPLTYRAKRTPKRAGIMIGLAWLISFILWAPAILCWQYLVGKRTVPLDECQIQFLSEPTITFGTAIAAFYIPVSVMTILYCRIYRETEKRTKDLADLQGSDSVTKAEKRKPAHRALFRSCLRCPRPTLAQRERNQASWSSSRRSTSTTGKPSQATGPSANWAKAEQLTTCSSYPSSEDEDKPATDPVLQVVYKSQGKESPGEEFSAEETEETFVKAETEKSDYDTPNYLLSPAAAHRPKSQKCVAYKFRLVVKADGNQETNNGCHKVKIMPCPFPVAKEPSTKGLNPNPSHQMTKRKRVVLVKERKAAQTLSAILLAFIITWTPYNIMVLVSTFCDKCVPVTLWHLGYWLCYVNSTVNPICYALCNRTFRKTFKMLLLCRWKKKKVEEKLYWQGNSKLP
M5 PAM – potentiates acetylcholine response at human M5 receptor; 360,000 compounds, 0.3% hits; activation, % at 3 µM; CHO-K1 hM5, Fluo-8 calcium, ACh EC20 PAM; 0% = ACh EC20, 100% = ACh EC100; P08912;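 active = activation above the run cutoff, the mean activation of all test compounds plus 3 SD, cut at about 18% in these data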
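Assay system: CHO-K1 hM5 cells / Incubation: Fluo-8 loading 80 min at 37 °C plus 30 min room temperature / Technique: Fluo-8 calcium dye fluorescence, kinetic read / Repeats: single replicate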
M5 ag – CHRM5 agonism in calcium assay. P08912. CHO-K1 hM5 cells, Fluo-8 calcium fluorescence; 0% DMSO wells, 100% maximal acetylcholine response. activation, % at 3 µM. 360,000 compounds, 0.19% hits. AID 624037;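 active = activation above the run's mean over test compounds plus 3 SD, cut at about 23% in these data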;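 also: signal is peak over basal fluorescence ratio across the kinetic read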
CHRM4 antagonist – antagonists of human muscarinic M4 receptor (CHRM4); inhibition, % at 3 µM; AID 624125; 360,000 compounds, 0.73% hits; CHO-hM4 cells, ACh EC80, Fluo-8 calcium fluorescence;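 active = inhibition above its plate's cutoff, the mean inhibition of sample wells plus 3 SD, cut at about 27% in these data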;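 also: 0% = acetylcholine EC80 with DMSO and 100% = DMSO without agonist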
The depositor's hits bear a star.

cpd	SMILES	M4 ag	CHO-K1 Ca antag	CHO-K1 Ca ag	M4 PAM	CHO-K1 Ca PAM
1	CN(C)S(=O)(=O)N1CCN(C(=O)c2cccc(Br)c2)CC1	1	-14	0.7	2	6
2	Cc1ccc(NC(=O)COC(=O)CC2CC3CCC2C3)cc1S(=O)(=O)N1CCOCC1 (centres undefined)	16	-4	5.4	-5	5
3	CC(=O)C1=C(C)OC2(O)c3ccccc3C(=O)C12O (centres undefined)	1	-9	0.1	3	12
4	NS(=O)(=O)c1ccc(NC(=O)COC(=O)/C(=C/c2cccs2)c2cccs2)cc1	6	2	1.7	10	-7
5	COc1ccccc1-c1csc(C(O)c2ccc(F)c(F)c2)n1 (centres undefined)	1	3	0.0	5	-4
6	Nc1nc(SCC(=O)NCCOCCO)nc2sc3c(c12)CCCC3	0	0	0.0	-7	20
7	CC1(C)Cc2nc(NC3CCCCC3)c(C#N)cc2CO1	0	-6	0.8	-1	11
8	CN(C)c1cccc(C(=O)OCC(=O)NC(=O)NCc2ccccc2)c1	0	-16	1.1	11	20
9	CCOC(=O)c1[nH]c2ccccc2c1NC(=O)c1ccc(S(=O)(=O)N2CCOCC2)cc1	7	11	2.5	4	10
10	S=C(NC1CCCCC1)c1ccc2c(c1)OCO2	-1	-10	-0.4	24	10
11	Cc1ccc2nc(C)cc(N/N=C/c3ccc(F)cc3)c2c1	-1	-11	-0.3	2	-1
12	CCCCNC(=O)C1(O)c2ccccc2NC(=O)N1c1ccc(Cl)cc1 (centres undefined)	4	6	1.6	1	-1
13	NS(=O)(=O)c1ccc(NC(=O)Cn2nc(C(=O)O)c3ccccc3c2=O)cc1	0	-8	0.8	-2	-2
14	O=C(CO/N=C/c1ccc2c(c1)OCO2)Nc1cccc(Br)c1	0	-1	1.3	-8	4
15	CC(C)c1ccc(CN2CCC(Oc3ccc(C(=O)N4CCCC4)cc3)CC2)cc1	5	3	2.2	-14	-8

cpd	CHRM5 antagonist	M5 PAM	M5 ag	CHRM4 antagonist
1	-4	4	2	0
2	19	-16	3	-7
3	1	6	5	-8
4	10	-7	1	-5
5	-5	1	-2	-13
6	12	-5	-6	10
7	10	-1	-4	4
8	-5	6	0	1
9	1	-4	3	-9
10	-8	2	-7	-5
11	9	-3	-6	7
12	15	-9	-2	-2
13	21	-6	-3	7
14	-2	1	-1	9
15	30*	-11	-7	31*

Overlap with the part before: 5 entries; new compounds follow.
cpd	SMILES	M4 ag	CHO-K1 Ca antag	CHO-K1 Ca ag	M4 PAM	CHO-K1 Ca PAM
11	Cc1ccc2nc(C)cc(N/N=C/c3ccc(F)cc3)c2c1	-1	-11	-0.3	2	-1
12	CCCCNC(=O)C1(O)c2ccccc2NC(=O)N1c1ccc(Cl)cc1 (centres undefined)	4	6	1.6	1	-1
13	NS(=O)(=O)c1ccc(NC(=O)Cn2nc(C(=O)O)c3ccccc3c2=O)cc1	0	-8	0.8	-2	-2
14	O=C(CO/N=C/c1ccc2c(c1)OCO2)Nc1cccc(Br)c1	0	-1	1.3	-8	4
15	CC(C)c1ccc(CN2CCC(Oc3ccc(C(=O)N4CCCC4)cc3)CC2)cc1	5	3	2.2	-14	-8
16	COc1ccc(CN(C)C(=O)COC(=O)c2cc([N+](=O)[O-])ccc2N2CCCC2)c(OC)c1OC	9	-17	3.0	0	7
17	Fc1ccc(CSc2ccc(-c3ccc4c(c3)OCO4)nn2)cc1	1	-8	0.8	3	26
18	NS(=O)(=O)c1ccc2nc(NC(=O)c3ccc(Br)o3)sc2c1	4	4	1.5	2	7
19	COc1ccc(C(NC(C)=O)c2cc(Cl)c3cccnc3c2O)cc1OC (centres undefined)	1	-11	0.5	-1	14
20	COc1cccc(CNC(=O)C2CCN(S(=O)(=O)c3ccc4c(c3)CCC(=O)N4)CC2)c1	1	5	1.1	1	9
21	Cc1ccc(C(=O)OCC(=O)c2ccc(Br)cc2)cc1S(=O)(=O)N1CCOCC1	15	-11	7.7	-10	6
22	COC(=O)Cc1ccc(OC(=O)CCS(=O)(=O)c2ccc(C)cc2)cc1	0	-9	1.0	0	1
23	C#Cc1ccc(CN2CCC(C(=O)Nc3ccc(Oc4ccccc4)nc3)CC2)cc1	12	-6	8.7	-6	15
24	CCOC(=O)C1(CCOc2ccccc2)CCN(Cc2ccc(-n3cccn3)cc2)CC1	8	-19	6.5	-17	20
25	CCCN(CCC)S(=O)(=O)c1ccc(C(=O)Nc2ccc(S(=O)(=O)Nc3nnc(CC)s3)cc2)cc1	0	-5	-0.6	-1	5
26	O=C(CSc1ccc2c(c1)OCCO2)Nc1cccnc1Cl	4	-16	4.9	-3	7
27	CCc1cc2c(-c3ccccc3)cc(=O)oc2cc1OC(C)C(=O)O (centres undefined)	0	-14	0.1	3	13
28	O=C(COC(=O)Cc1ccsc1)Nc1ccccc1Cl	1	-10	0.3	2	13
29	O=C(CNC(=O)OCc1ccccc1)Oc1ccc2ccc(=O)oc2c1	0	-1	1.8	-1	1
30	CCN(C(=O)COC(=O)/C=C/c1ccc2c(c1)OCO2)c1c(N)n(Cc2ccccc2)c(=O)[nH]c1=O	1	-12	0.0	-1	-10

cpd	CHRM5 antagonist	M5 PAM	M5 ag	CHRM4 antagonist
11	9	-3	-6	7
12	15	-9	-2	-2
13	21	-6	-3	7
14	-2	1	-1	9
15	30*	-11	-7	31*
16	15	-26	-6	0
17	-1	4	-2	-8
18	3	-2	-3	-9
19	-11	-6	-2	-5
20	2	-5	1	-4
21	11	-5	0	3
22	0	1	-3	-1
23	5	-5	-1	-3
24	2	-7	-10	-4
25	-2	5	-2	-5
26	0	-4	2	4
27	18	4	-7	0
28	-2	12	1	1
29	6	1	-4	-1
30	10	-9	0	1

Compound profiles (already shown). Values in the order: M4 ag, CHO-K1 Ca antag, CHO-K1 Ca ag, M4 PAM, CHO-K1 Ca PAM, CHRM5 antagonist, M5 PAM, M5 ag, CHRM4 antagonist
C#Cc1ccc(CN2CCC(C(=O)Nc3ccc(Oc4ccccc4)nc3)CC2)cc1 across the screens: 12, -6, 8.7, -6, 15, 5, -5, -1, -3
O=C(CNC(=O)OCc1ccccc1)Oc1ccc2ccc(=O)oc2c1 across the screens: 0, -1, 1.8, -1, 1, 6, 1, -4, -1

(more compounds)
cpd	SMILES	M4 ag	CHO-K1 Ca antag	CHO-K1 Ca ag	M4 PAM	CHO-K1 Ca PAM
31	CCCc1cc(=O)n2nc(N3CCC(C(=O)NCc4ccco4)CC3)sc2n1	2	-15	-0.1	-3	17
32	O=C(/C=C/c1ccc(F)cc1)NC(=S)NNC(=O)[C@H]1C[C@@H]1c1ccccc1	53*	-2	40*	-9	1
33	Cc1ccc(/C(O)=C2/C(=O)C(=O)N(Cc3cccnc3)C2c2ccccn2)cc1 (centres undefined)	1	5	0.9	5	8
34	COC(=O)c1sccc1NC(=O)c1c(C)c(-c2cccc(Cl)c2)nc2ccccc12	0	1	0.6	-2	20
35	COc1ccc(-c2nn(-c3ccccc3)cc2C(=O)N2CCOCC2)cc1	1	7	0.6	0	-7
36	CCOC(=O)c1c[nH]c2ccc3ccccc3c2c1=O	1	-5	1.3	-1	12
37	CC(=O)Oc1cc2cccc(OC(C)=O)c(=O)c2c(OC(C)=O)c1OC(C)=O	-1	0	-0.3	0	0
38	COc1ccc(-n2cnc3cc(NCc4cccs4)ccc32)cc1	3	-16	0.1	0	2
39	CSc1ccccc1OCc1cc(C(=O)NCCC2=CCCCC2)no1	0	-6	0.1	-6	10
40	O=C(CSc1cn(CC(=O)N2CCOCC2)c2ccccc12)N1CCOCC1	-1	-15	-0.1	-6	7
41	CCOC(=O)c1c(C#N)c(SCC(=O)Nc2ccc(OC)cc2)nc2c1CN(CC)CC2	1	-19	0.4	8	-4
42	Cc1cc(Cl)ccc1OC(C)C(=O)Nc1ccccc1N1CCOCC1 (centres undefined)	0	14	-0.5	-10	10
43	Cc1ccccc1C(=O)Nc1ccnn1C1CCN(C2CCSCC2)CC1	1	-14	1.4	2	15
44	CCCN1CCC(NC(=O)C2CCN(C(C)=O)CC2)CC1	1	-5	0.3	5	6
45	CCOc1ccc(C(=O)NC(=S)Nc2ccc(NC(=O)c3ccco3)cc2)cc1[N+](=O)[O-]	1	1	-0.2	2	8

cpd	CHRM5 antagonist	M5 PAM	M5 ag	CHRM4 antagonist
31	-3	6	-4	-11
32	29*	-13	13	8
33	5	3	1	-4
34	1	2	-2	3
35	2	-4	-1	3
36	3	-2	6	-5
37	9	-1	2	8
38	-1	-10	-2	-6
39	13	-3	-3	0
40	-3	0	-2	6
41	1	4	-3	-23
42	1	-10	-8	-3
43	-9	3	-5	-3
44	3	-4	-4	1
45	-13	16	-3	0

New compounds follow
cpd	SMILES	M4 ag	CHO-K1 Ca antag	CHO-K1 Ca ag	M4 PAM	CHO-K1 Ca PAM
46	COC(=O)c1ccc(CS(=O)(=O)c2ccc(C)cc2)o1	0	-21	0.2	0	-10
47	O=C(N[C@@H](Cc1ccccc1)C(=O)OCc1ccccc1)c1ccco1	16	-5	4.1	-3	14
48	CC1CCCN(S(=O)(=O)c2ccc3c(c2)CCN3C(=O)C2CCC2)C1 (centres undefined)	0	-3	0.5	2	18
49	CCOC(=O)CCP(=O)(O)C(C)(O)c1ccccc1 (centres undefined)	1	-12	0.1	2	10
50	Cc1nc(CN2CCN(C(=O)c3ccc(C(C)(C)C)cc3)CC2)cs1	2	8	-0.2	0	16
51	COc1ccc(NC(=O)C2CCCN(S(=O)(=O)c3cccnc3)C2)c(OC)c1 (centres undefined)	1	16	-0.4	-9	-13
52	Cc1ccc(NC(=O)/C(C#N)=C/c2ccc(Sc3nc(C)cc(C)n3)o2)cc1	0	-8	0.3	-5	-7
53	Cc1ccc(NC(=O)COC(=O)CCc2ccc(S(=O)(=O)N3CCOCC3)cc2)cc1C	10	-16	4.6	1	5
54	COC(=O)c1ccc(NC(=O)[C@H](C)NC(N)=O)cc1	2	-21	0.9	2	24
55	O=C(Nc1nnc(C2CC2)s1)C1CC(=O)N(c2ccc3c(c2)OCCO3)C1 (centres undefined)	-1	-6	0.3	3	17
56	Cc1ccc(-c2csc(=Nc3cccnc3)n2CCCn2ccnc2)cc1C	10	0	7.8	-16	18
57	COCCCNc1nnc(Cc2ccccc2)c2ccccc12	0	14	0.2	-9	-14
58	CCc1ccnc(NC(=O)Nc2ccc(OCc3ccccc3)cc2)c1	2	-6	0.2	5	-9
59	CN1CCC(N(C)C(=O)c2ccc(Cl)c(S(=O)(=O)N3CCOCC3)c2)CC1	0	-8	1.0	-2	9
60	O=C(/C=C/c1ccc(Cl)cc1)NC(=S)Nc1ccccc1C(=O)O	-1	-3	-0.3	8	4

cpd	CHRM5 antagonist	M5 PAM	M5 ag	CHRM4 antagonist
46	6	2	-6	-3
47	8	0	0	-2
48	1	0	-2	-1
49	0	-2	2	8
50	5	-3	0	-10
51	2	-6	1	12
52	12	-10	1	2
53	2	2	3	1
54	9	-4	0	-1
55	3	0	1	-1
56	20	-18	-6	15
57	11	-5	-7	11
58	1	0	-6	-9
59	4	0	-1	4
60	7	-2	1	-6
